Screens as filed in PubChem.
EPAC1 ag = qHTS for Agonist of cAMP-regulated guanine nucleotide exchange factor 3 (EPAC1): primary screen; Rap guanine nucleotide exchange factor 3 (Homo sapiens), O95398; EPAC1 agonist qHTS, biochemical assay; response scale: 100% = response to 6.5 mM cAMP; Potency, µM (highest dose often 154 µM), inactives show at the highest dose activation, usual class: activators; 360,000 tested, 0.073% active; AID 720707, 2013; further: potency means the concentration at half of the fitted maximal effect; nearly all actives have a fitted effect of over 60% in size
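Compounds were pinned as a concentration titration into mixtures of EPAC1 (100 nM), BODIPY-GDP-loaded Rap1B (250 nM) and GDP (50 uM). After 5 min at room temperature, fluorescence was followed for 30 min; activity was scaled to 6.5 mM cAMP.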
WRN inhibitor = qHTS for Inhibitors of WRN Helicase | Bifunctional 3'-5' exonuclease/ATP-dependent helicase WRN (Homo sapiens), Q14191 | WRN helicase unwinding, fluorescent forked duplex, kinetic | Potency, µM (top dose mostly 114 µM), for the others: at the top dose activity change, negative = inhibition, actives largely listed as inhibitors | 360,000 tested, 0.46% active; further: potency means the concentration at half of the fitted maximal effect; on the % scale 0 is the no-effect control and ±100 the full control effect; nearly all actives have a fitted effect of over 55% in size
Target sequence (Q14191 whole entry, looked up): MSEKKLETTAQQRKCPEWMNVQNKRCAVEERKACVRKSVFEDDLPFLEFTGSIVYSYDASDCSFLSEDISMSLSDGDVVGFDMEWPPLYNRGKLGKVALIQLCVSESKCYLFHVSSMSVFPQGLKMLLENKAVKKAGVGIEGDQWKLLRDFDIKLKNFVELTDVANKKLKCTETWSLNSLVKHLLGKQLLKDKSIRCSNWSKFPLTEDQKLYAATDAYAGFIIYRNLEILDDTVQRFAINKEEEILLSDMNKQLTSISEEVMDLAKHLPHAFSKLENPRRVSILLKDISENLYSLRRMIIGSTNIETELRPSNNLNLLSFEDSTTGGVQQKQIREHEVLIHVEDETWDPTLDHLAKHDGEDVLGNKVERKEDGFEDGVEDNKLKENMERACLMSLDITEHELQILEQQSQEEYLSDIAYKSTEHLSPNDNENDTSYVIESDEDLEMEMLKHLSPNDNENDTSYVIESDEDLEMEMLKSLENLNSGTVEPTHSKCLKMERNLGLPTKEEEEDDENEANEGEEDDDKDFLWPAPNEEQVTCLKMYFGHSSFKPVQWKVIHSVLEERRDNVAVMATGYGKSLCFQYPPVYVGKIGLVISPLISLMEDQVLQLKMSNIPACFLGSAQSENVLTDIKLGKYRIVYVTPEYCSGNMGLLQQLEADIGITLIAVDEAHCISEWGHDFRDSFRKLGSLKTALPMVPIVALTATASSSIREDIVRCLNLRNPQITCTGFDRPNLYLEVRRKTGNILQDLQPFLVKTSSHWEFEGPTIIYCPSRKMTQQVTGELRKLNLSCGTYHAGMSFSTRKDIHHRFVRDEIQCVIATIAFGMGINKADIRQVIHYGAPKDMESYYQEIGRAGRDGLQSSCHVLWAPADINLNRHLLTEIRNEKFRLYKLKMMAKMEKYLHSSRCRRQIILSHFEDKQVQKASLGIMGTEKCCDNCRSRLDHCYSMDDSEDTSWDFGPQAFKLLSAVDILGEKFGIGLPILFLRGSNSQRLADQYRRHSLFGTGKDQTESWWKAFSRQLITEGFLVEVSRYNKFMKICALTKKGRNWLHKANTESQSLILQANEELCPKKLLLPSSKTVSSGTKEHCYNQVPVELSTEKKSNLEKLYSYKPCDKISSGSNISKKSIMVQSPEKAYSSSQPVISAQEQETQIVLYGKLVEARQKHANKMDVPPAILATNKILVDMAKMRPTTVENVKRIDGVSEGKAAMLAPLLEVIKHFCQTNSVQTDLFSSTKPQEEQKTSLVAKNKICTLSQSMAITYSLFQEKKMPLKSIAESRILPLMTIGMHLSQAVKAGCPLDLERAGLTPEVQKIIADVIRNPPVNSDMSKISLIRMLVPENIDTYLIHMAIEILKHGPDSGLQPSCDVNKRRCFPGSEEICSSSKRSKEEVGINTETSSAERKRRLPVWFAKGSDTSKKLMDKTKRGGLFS
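Screening of the MLSMR collection measured strand separation of a quenched forked DNA duplex (100 nM) by 20 nM WRN with 2 mM ATP, all final. Compounds were preincubated with enzyme 15 min at room temperature.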
PLK1 PBD inh = qHTS for Inhibitors of PLK1-PDB (polo-like kinase 1 - polo-box domain): Primary Screen; 360,000 tested, 2.8% active; Potency, µM, without a hit: max response, negative = inhibition, actives largely listed as inhibitors; Serine/threonine-protein kinase PLK1 (Homo sapiens), P53350; Plk1 PBD binding of FITC phosphopeptide, fluorescence polarization; AID 720504, 2013; further: potency means the concentration at half of the fitted maximal effect; series mostly up to about 57 µM; on the % scale 0 is the no-effect control and ±100 the full control effect; nearly all actives have a fitted effect of over 65% in size
PI5P4K alpha inh = qHTS for Inhibitors of phosphatidylinositol 5-phosphate 4-kinase (PI5P4K) | PI5P4Kalpha enzyme, ADP-Glo luminescence, 60 min; hits give low values | max response, % | Phosphatidylinositol 5-phosphate 4-kinase type-2 alpha (Homo sapiens), P48426 | 330,000 tested, 1.2% active; active means max response of -50% or lower; inconclusive means between -30% and -50%; inactive means -30% or higher; further: value at the top dose of about 77 µM; on the % scale 0 is the no-effect control and ±100 the full control effect
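PI5P4Kalpha ADP-Glo assay; 5 microM ATP final; 60 min RT reaction; HEPES pH 7.4/EGTA/CHAPS, 5% DMSO; controls lacking substrate or enzyme; luminescent end-point.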
EPAC1 antag = qHTS for Antagonist of cAMP-regulated guanine nucleotide exchange factor 3 (EPAC1): primary screen; Potency, µM (top dose mostly 115 µM), without a hit: at the highest dose activity change, negative = inhibition, actives largely listed as inhibitors; EPAC1 GEF assay, Rap1b-BODIPY-GDP exchange fluorescence; Rap guanine nucleotide exchange factor 3 (Homo sapiens), O95398; 360,000 tested, 0.14% active;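 further: potency means the concentration at half of the fitted maximal effect; plate controls were vehicle for no effect and positive control for full effect; nearly all actives have a fitted effect of over 50% in size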
FUS suppressor = qHTS for Suppressors of FUS Proteinopathy: Primary screen using FUS-linked yeast assay. S. cerevisiae FUS-expressing, growth rescue, OD600, 24 h. Potency, µM (top dose mostly 76.6 µM), without a hit: at the top dose growth rescue (activation), actives largely listed as activators. 390,000 tested, 0.24% active;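 further: potency means the concentration at half of the fitted maximal effect; plate controls were DMSO vehicle for no effect and reference control for full effect; nearly all actives have a fitted effect of over 55% in size; some results filed as inactive show a strong effect at the top dose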
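Yeast FUS proteinopathy model; galactose-induced FUS (2%), starting OD 0.005. Cpds in dilution series, 24hr, 30C, 99% humidity. Abs 600 nm growth. Pos ctrl CP55940 (top 92uM final); neg ctrl DMSO.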
IL-2 act = qHTS of IL-2 Activators | IL-2 activation reporter assay, cell-based qHTS; stimulated with anti-CD3/CD4/CD28 beads; in transgenic mouse T cells | activation, % (series mostly up to about 46 µM) | 360,000 tested, 0.065% active; in the data active means activation above about 50%; inconclusive means mostly about 30% to 49%; further: 0% is about no effect
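Screening format: compound pinned onto unstimulated transgenic mouse T cells, 60 min incubation, then anti-CD3/anti-CD4/anti-CD28 bead stimulation for 18 hours at 37 degrees C, followed by EGFP and DsRed detection.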
Abeta yeast res = qHTS for compounds that reverse cellular toxicity of Amyloid beta (A-beta) peptide in yeast: Primary Screen | yeast expressing A-beta42, growth rescue, OD600, 48 h; response scale: 0% DMSO, 100% iron-clioquinol control | AID 1347071, 2019 | 410,000 tested, 0.063% active | Potency, µM (series often up to 46.1 µM), inactives show top-dose growth rescue, usual class: activators; further: potency means the concentration at half of the fitted maximal effect; nearly all actives have a fitted effect of over 55% in size
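Growth rescue measured by 600 nm absorbance after 48 h yeast culture at 30 C with compound. Values normalized between DMSO and an equimolar ferric chloride plus clioquinol control.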
Starred values were filed as active, the others as inactive; ? = inconclusive; / = no result given; [ ] = dose if it differs, or a comment. Unless noted, the call rests on the fitted dose curve; in most records, active means well fitted curve in the direction sought with a large enough effect; inconclusive means small, poorly fitted or top-dose-only effect, or another doubt; inactive means no such curve, though single readings can be large; an effect the other way counts as inactive or inconclusive. No enrichment for hits; any-hit rate near 4.1%.

SMILES	EPAC1 ag	WRN inhibitor	PLK1 PBD inh	PI5P4K alpha inh	EPAC1 antag	FUS suppressor	IL-2 act	Abeta yeast res
CCCCN(C(=O)CC1CCCCC1)c1c(N)n(CCCC)c(=O)[nH]c1=O	-18%	17%	6%	1	5%	0%	-1.6	0%
COC(=O)[C@@]1(C)CC[C@]2(C)CC[C@@]3(C)C(=CC(=O)C4[C@@]5(C)CC[C@H](O)C(C)(C)[C@@H]5CC[C@]43C)[C@H]2C1 (stereo partly specified)	2%	6%	-13%	0	-5%	2%	-0.2	20%
CCCCOc1cccc(C(=O)NC(=S)Nc2ccc(Cl)c(C(=O)O)c2)c1	-9%	0%	-14%	-21	5%	-15%	0.4	-30%[inhibitor]
CC/C(C)=N/Nc1nc(-c2cc3cccc(OC)c3oc2=O)cs1	10%	?	-29%	-60*	-26%	52%	-1.3	-13%
CCOc1ccc2c(c1)C(=NNC(=O)c1ccncc1)c1cc(OCC)ccc1-2	0%	4%	-12%	-12	-2%	0%	-3.0	-6%
Cc1ccc(CC(CC(=O)Nc2cccc(C(F)(F)F)c2)C(=O)O)cc1 (stereo unspecified)	-8%	7%	-2%	1	-22%	8%	-4.5	-10%
Cc1ccc([N+](=O)[O-])cc1S(=O)(=O)Nc1ccc(-c2ccc(N3CCOCC3)nn2)cc1	3%	-9%	-9%	-6	-7%	29%	1.1	13%
CC1=C(C(=O)N(C)C)CC(CC(=O)NC2CCCCC2)C(=O)N1Cc1ccc(F)cc1 (stereo unspecified)	-11%	4%	-4%	0	15%	-18%	-0.2	-14%
Cc1ccccc1NC(=O)COC(=O)c1ccc(C)c(S(=O)(=O)N2CCCCC2)c1	3%	-12%	6%	4	2%	?	-2.9	2%
COc1ccc(C(=O)N2CCN(C(=O)c3ccco3)CC2)cc1	10%	0%	-10%	-13	10%	-1%	-0.2	16%
CN1C(=O)CC(N2CCC(C(N)=O)CC2)C1=O (stereo unspecified)	20%	5%	-8%	9	?	-3%	0.4	7%
CCN(CC)c1ccc2cc(-c3nc(-c4ccc(OC)cc4)cs3)c(=O)oc2c1	-86%[inhibitor]	-43%	?	7	231%[activator]	/	13	-10%
CC(Nc1ccc(Cl)cc1)C(=O)NN (stereo unspecified)	7%	-1%	4%	5	4%	12%	0.1	-11%
CCc1cccc(C)c1NC(=O)C(c1ccccc1)N1CCC1=O (stereo unspecified)	-1%	-3%	-6%	/	13%	23%	-2.2	-8%
COc1ccc(C2=NN(C(=O)COC(=O)c3ccc(NC(=O)CC#N)cc3)C(c3ccco3)C2)cc1 (stereo unspecified)	1%	-6%	22%	?	-3%	32%	-0.6	-2%
Cc1cc(Cl)ccc1N1C(=O)CC(NNC(=O)c2cccnc2)C1=O (stereo unspecified)	3%	-3%	-4%	10	8%	20%	0.1	-3%
CCc1noc(C)c1C(=O)N1CCN(S(=O)(=O)c2ccc(Br)cc2Cl)CC1	10%	?	-12%	1	-2%	29%	1.1	-6%
COc1cc(-c2nc(CN3CCN(CC(C)C)C(=O)[C@@H]3C)c(C)o2)ccc1F	-15%	-12%	-11%	5	?	23%	-2.7	0%
C[C@@H]1CN([C@H](C)CO)C(=O)c2cc(NS(=O)(=O)c3ccc(F)cc3)ccc2O[C@@H]1CN(C)Cc1ccc(Cl)c(Cl)c1	-18%	-1%	-13%	22	-26%	26%	-0.9	1%
NC(=O)c1csc(-c2ccncc2)n1	7%	1%	-11%	3	0%	23%	-2.5	11%
COc1ccc(-c2sc3cc(OC)c(OC)cc3c2-c2ccc(O)cc2)cc1	-10%	-9%	-8%	-6	1%	14%	-0.5	-45%[inhibitor]
COc1ccc(C2/C=C\CN(C(=O)Nc3ccc(C(F)(F)F)cc3)CC(=O)N2Cc2ccc(F)cc2)cc1 (stereo unspecified)	-24%	-10%	-13%	19	-18%	10%	-0.1	-2%
COc1cccc(N(C(=O)c2ccco2)C(C(=O)NC2CCCC2)c2ccc(N(C)C)cc2)c1 (stereo unspecified)	-1%	3%	-1%	-2	-1%	25%	-0.2	10%
COc1ccc(CC(=O)Nc2cc(Cl)ccc2N2CCCC2)cc1	15%	-31%	-7%	3	-22%	16%	-1.2	-7%
O=C(N/N=C/c1cccs1)c1ccc2c(c1)OCO2	2%	4%	-3%	1	6%	2%	-2.1	-16%
COc1ccc(Cn2c(SCc3ccc(C)cc3)nc3cc(OC)c(OC)cc3c2=N)cc1Cl	9%	-14%	0%	?	-1%	/	0.6	-7%
COc1ccc(NC(=O)C2CCCN(c3nccc(C)n3)C2)cc1 (stereo unspecified)	5%	-5%	7%	1	-15%	8%	-1.9	0%
CC(C)(C)NC(=O)N1c2ccccc2Sc2ccccc21	4%	-9%	3%	0	-7%	1%	-2.9	-8%
O=C(NCc1ccccc1)C1CCN(c2nc(-c3ccccc3)nc3c2CCC3)CC1	-20%	-5%	4%	-1	-1%	27%	1.2	0%
Cn1nccc1C(=O)Nc1sc2c(c1C#N)CCCC2	11%	-4%	?	-17	13%	-16%	-2.3	-2%
Cc1nc2sc(C(c3ccc(C(C)C)cc3)N3CCN(CCO)CC3)c(O)n2n1 (stereo unspecified)	9%	-1%	-6%	8	-1%	-5%	0.6	5%
NC(=O)CSc1nnc(COc2ccccc2)n1N	2%	2%	-13%	-2	-5%	-21%	-0.1	7%
Cc1ccccc1NS(=O)(=O)c1cc(C(=O)N2CCCC2)ccc1C	0%	-7%	-9%	7	10%	-6%	-0.4	7%
C=CCNC(=S)/C(=C(/[O-])c1ccc([N+](=O)[O-])cc1)[n+]1ccccc1	0%	-6%[57.1 µM]	-21%	1	-11%	9%	0.2	-1%
O=C(c1[nH]nc2c1CCc1ccccc1-2)N1CCN(Cc2ccc3c(c2)OCO3)CC1	7%	2%	3%	-5	-28%	19%	-5.4	?
O=C(CSc1nccc(=O)[nH]1)NC1CCCc2ccccc21 (stereo unspecified)	10%	-4%	-2%	2	-3%	6%	4.7	0%
CC(O)(c1ccccc1)c1nc(-c2cccc(F)c2)cs1 (stereo unspecified)	-17%	8%	-4%	8	-22%	-2%	-0.3	22%
CC(=O)c1c(C)[nH]c(C(=O)Nc2cccnc2)c1C	-8%	7%	0%	-1	-3%	1%	-3.2	-8%
O=C(Nc1ccc2c(c1)OCO2)C1Cc2c(-c3ccccc3Oc3ccccc3)ccnc2O1 (stereo unspecified)	9%	-5%	0%	3	-4%	?	-0.3	-12%
CC(C)c1csc(CN2CCC(CO)(Cc3ccccc3)CC2)n1	2%	1%	-2%	2	7%	-12%	-0.2	4%
O=S1(=O)CCC(N=Cc2ccc(-c3ccc(Cl)cc3)o2)C1 (stereo unspecified)	-1%	2%	-8%	3	-11%	-11%	1.0	-14%
CCOC(=O)N(C)c1c(CC)nc2c(OCc3ccccc3)cccn12	-17%	3%	-1%	-2	-4%	-16%	0.0	2%
CN(C)c1ccc(N=Nc2ccccc2C(=O)OCC(=O)N2CCCC2)cc1	-9%	-8%	3%	-2	-17%	/	-1.7	-24%
CC1=C(C(=O)Nc2cc(C(=O)N3CCN(c4cccc(C)c4C)CC3)ccc2C)SCCO1	20%	-7%	-13%	-1	-9%	?	-3.8	1%
CC(C)c1ccccc1OCC(=O)Nc1cc(S(=O)(=O)N2CCOCC2)ccc1N1CCCC1	4%	-12%	-2%	10	-6%	?	-0.7	5%
O=C(c1cccc(F)c1)N1CCCN(C(=O)c2cccc(F)c2)CC1	2%	-1%	-1%	5	3%	17%	6.7	-4%
Cc1ccc2oc(-c3cccc(NC(=O)C4CCCO4)c3)nc2c1 (stereo unspecified)	13%	-12%	-8%	/	-18%	16%	1.4	-23%
Cc1ccc(NC(=O)C2CC(=O)N(c3ccc4c5c(cccc35)CC4)C2)cc1 (stereo unspecified)	-5%	-9%	-8%	-9	2%	?	1.1	34%
CCOc1cc(C=O)ccc1OS(=O)(=O)c1ccc(NC(C)=O)cc1	2%	-1%	-15%	-4	-26%	-19%	-1.1	4%
Clc1ccc(-c2cn3c(n2)CCC3)cc1	0%	-28%[57.1 µM]	-19%	-5	-4%	-24%	-2.9	-7%

Full records as entered above. Order of screens: EPAC1 ag | WRN inhibitor | PLK1 PBD inh | PI5P4K alpha inh | EPAC1 antag | FUS suppressor | IL-2 act | Abeta yeast res
Entry for Cc1ccc2oc(-c3cccc(NC(=O)C4CCCO4)c3)nc2c1 (stereo unspecified) → 13% | -12% | -8% | / | -18% | 16% | 1.4 | -23%
Entry for NC(=O)CSc1nnc(COc2ccccc2)n1N → 2% | 2% | -13% | -2 | -5% | -21% | -0.1 | 7%
Entry for CC1=C(C(=O)Nc2cc(C(=O)N3CCN(c4cccc(C)c4C)CC3)ccc2C)SCCO1 → 20% | -7% | -13% | -1 | -9% | ? | -3.8 | 1%

Further results follow:
SMILES	EPAC1 ag	WRN inhibitor	PLK1 PBD inh	PI5P4K alpha inh	EPAC1 antag	FUS suppressor	IL-2 act	Abeta yeast res
Cc1ccc(S(=O)(=O)NC(=O)Nc2cc(C)ccc2F)cc1	6%	-8%	-24%	/	-10%	?	3.5	-4%
COc1ccccc1C1CCN(C(=O)c2ccco2)CC1	-1%	8%	3%	-7	8%	-4%	0.1	-31%[inhibitor]
Cc1cc(/C=C2\SC(=S)NC2=O)c(C)n1-c1ccc(O)cc1	3%	?	-18%	-83*	?	40%	0.9	-27%
COc1cc(CNCCc2ccc(S(N)(=O)=O)cc2)ccc1OCC(=O)NC1CCCCC1	1%	-3%	-3%	/	-6%	19%	-0.6	12%
